Dengue-2 NS5 capping: flavivirus cap methylation enzyme inhibition – biochemical, confirmation dose response, primary screen (AID 588689). inhibition, % at 25 µM, or IC50 in µM where a hit was titrated. Dengue-2 NS5 methyltransferase capping enzyme assay, biochemical; higher % means a stronger effect. 340,000 compounds, 0.3% hits; in the data active means a potency from the dose series; inconclusive means inhibition above about 29% without an active follow-up result
HIV fusion peptide: cell-free HIV fusion peptide-binding blockers – biochemical, uHTS, fluorescence dequenching, primary screen (AID 1986); cell-free peptide binding, fluorescence dequenching, 30 min; higher % means a stronger effect; one-dose inhibition, % at 20 µM; IC50 in µM for titrated hits; 290,000 compounds, 0.3% hits; in the data active means inhibition mostly above about 52%, no sharp cut-off; inactive means mostly below about 76%; further: some results filed as inactive read as strong as hits
Siah-1 displacement: blockers of Siah-1 interaction with plectin peptide – biochemical, fluorescence polarization, rhodamine-plectin, uHTS, primary screen (AID 1817) | Siah-1 / rhodamine-plectin peptide fluorescence polarization; higher % means a stronger effect | displacement, % at 20 µM, or IC50 in µM where a hit was titrated | 290,000 compounds, 0.02% hits;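 active means displacement of at least 50% at 20 µM, with a fluorescence ratio check between 0.3 and a set limit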;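 further: plate controls were Siah plus tracer with DMSO for no effect and tracer alone without Siah for full effect; strong numbers were not always called active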
XIAP antagonists: small molecules displacing peptide from XIAP – biochemical, IAP family, fluorescence polarization (AID 1018). XIAP BIR domain, fluorescence polarization peptide displacement; higher % means a stronger effect. displacement, % at 20 µM, or IC50 in µM where a hit was titrated. 200,000 compounds, 0.007% hits; in the data active means displacement above about 50%; further: a part of the inactive calls stands beside numbers as strong as those of hits
MgcRacGAP inhibition: MgcRacGAP GTPase-activating activity inhibitors, confirmation, biochemical, ADP Hunter fluorescence | MgcRacGAP-stimulated Rac1 GTP hydrolysis, ADP Hunter fluorescence; higher % means a stronger effect; GST-tagged Rac1 F28L mutant substrate | inhibition, % at 30 µM; hits with a dose series show IC50 in µM | 340,000 compounds, 0.6% hits;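 active means first-screen hits whose inhibition reached a set limit at any dose in the follow-up dose series; inconclusive means inhibition above the set first-screen limit but never retested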;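 further: fluorescence reports GDP produced by GAP-driven GTP hydrolysis; strong numbers were not always called active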
AID2073: disruptors of CaV2.2 binding to Mint1 – biochemical, HTRF (AID 2073); HTRF protein-protein interaction, Mint1-CaV2.2; higher % means a stronger effect; one-dose inhibition, % at 20 µM; IC50 in µM for titrated hits; 290,000 compounds, 0.19% hits; in the data active means inhibition mostly above about 51%, no sharp cut-off; inconclusive means no clear call, values can overlap the other calls; inactive means mostly below about 53%; further: some results filed as inactive read as strong as hits
SV40 large T antigen: SV40 large T antigen inhibitors, biochemical (AID 1903); 310,000 compounds, 0.39% hits; SV40 large T antigen ATPase/helicase inhibition assay; higher % means a stronger effect; one-dose inhibition, % at 20 µM; IC50 in µM for titrated hits; in the data active means a potency from the dose series; inconclusive means inhibition mostly from about 32% at the one dose, without a potency; inactive means the rest, 99 in 100 with inhibition below about 32%; further: strong numbers were not always called active
RSV CPE inhibition: RSV antiviral activity via CPE protection, HEp-2 cells, primary 10 µM value included (AID 2391). HEp-2 cells, RSV-induced CPE inhibition; higher % means a stronger effect. CPE inhibition, % at 10 µM; hits with a dose series show IC50 in µM. 310,000 compounds, 0.13% hits; in the data active means a potency from the dose series; inconclusive means CPE inhibition mostly from about 23% at the one dose, without a potency; inactive means the rest, 99 in 100 with CPE inhibition below about 21%; further: strong numbers were not always called active
LYP phosphatase: PTPN22 lymphoid phosphatase activity blockers – biochemical, fluorescence intensity, uHTS (AID 1779); recombinant LYP phosphatase, fluorescence intensity; higher % means a stronger effect; inhibition, % at 11.5 µM; hits with a dose series show IC50 in µM; 290,000 compounds, 0.054% hits; in the data active means inhibition above about 50%;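 further: plate controls were vehicle with enzyme for no effect and no enzyme for full effect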
Dengue-2 NS5 capping pilot replicate: also measured in Dengue-2 NS5 capping; calls as there; inhibition, %; measured here: pilot screen replicate inhibition
Active calls of the source: *; ? = inconclusive; . = no result given.

SMILES | Dengue-2 NS5 capping | HIV fusion peptide | Siah-1 displacement | XIAP antagonists | MgcRacGAP inhibition | AID2073 | SV40 large T antigen | RSV CPE inhibition | LYP phosphatase | others
COC(=O)c1ccccc1NC(=O)CNC(=O)c1ccco1 | 0.7% | -2.0% | 2.6% | -3.8% | 10.2% | 1.9% | -2.6% | -0.1% | -7.9%
CCOC(=O)N1CCC(Nc2c([N+](=O)[O-])cc(C(=O)O)cc2[N+](=O)[O-])CC1 | -0.7% | -1.8% | 0.8% | . | 9.6% | -1.2% | 1.7% | -1.0% | -4.3%
CCOc1ccc(-c2cn(-c3ccc(OC)cc3)c(SC)n2)cc1 | -2.6% | -2.9% | -8.6% | 12.4% | 5.9% | -3.0% | 9.4% | 10.8% | -8.6%
CCOC(=O)c1c(NC(=O)c2cccc(N3C(=O)CCC3=O)c2)sc(C)c1C | -5.5% | -2.1% | 0.1% | -3.0% | 9.4% | 19.6% | 5.3% | 3.2% | -2.6%
O=C(CN1CCOCC1)Nc1ccccc1 | -2.8% | 0.4% | -4.5% | -4.7% | 5.7% | -2.9% | 0.8% | 1.9% | -7.1%
CC(C)CN(C(=O)c1cccc(S(=O)(=O)N2CCN(Cc3ccccc3)CC2)c1)C1CCS(=O)(=O)C1 (stereo not drawn) | -6.5% | . | . | . | 6.4% | . | 12.6% | -0.5% | .
COC(=O)c1ccc(NC(=O)C(=O)N2CCN(C(=S)Nc3ccc(C)cc3)CC2)cc1 | 0.0% | 0.5% | -0.1% | -3.0% | 7.5% | -16.5% | 6.1% | 7.1% | 3.7%
O=C(O)C1(c2ccccc2)CCN(S(=O)(=O)c2ccc(F)c(F)c2)CC1 | -1.6% | 1.4% | -0.4% | . | 6.2% | 0.6% | 0.3% | 0.2% | -6.3%
COc1cccc(C2/C(=C(\O)c3c(C)nc4c(C)cccn34)C(=O)C(=O)N2CCCN(C)C)c1 (stereo not drawn) | . | -1.3% | -4.5% | -4.1% | . | -13.6% | . | . | -12.6%
CCN(CC1CCCO1)C(=O)c1cc(COc2ccc(F)cc2F)on1 (stereo not drawn) | -4.2% | -0.6% | -2.4% | . | 0.9% | 5.3% | 8.2% | 0.8% | -15.0%
Cn1c(CC2C(=O)Nc3ccc(Br)cc32)nc2ccccc2c1=O (stereo not drawn) | -0.7% | 2.0% | 0.1% | -10.5% | 1.8% | 3.5% | -3.8% | 12.4% | 2.3%
O=[N+]([O-])c1cc(/C=N/Nc2nc3ccccc3[nH]2)c(O)cc1O | . | 47.0% | 1.7% | -4.2% | . | 24.2% | ? | -1.1% | 3.9%
COc1c2ccoc2c(OC[C@@H](O)C(C)(C)OC)c2oc(=O)ccc12 | 4.0% | 4.8% | -5.2% | -9.7% | 13.4% | 12.3% | 9.9% | -0.1% | -5.3%
COc1ccc(C(C)NCCC(c2ccc(OC(C)C)cc2)c2ccccc2OC)cc1 (stereo not drawn) | 2.6% | -1.9% | 0.1% | . | -5.6% | 22.8% | 3.2% | -2.3% | -5.2%
O=C(CSc1nnc(-c2ccco2)o1)N1CCOCC1 | -6.2% | -0.3% | -1.3% | -1.1% | -2.7% | 9.9% | 3.7% | 0.7% | 2.2%
CCc1nc2c(c(=O)[nH]1)C(CC)(CC)Cc1ccccc1-2 | -2.0% | 0.2% | 1.6% | . | 1.5% | 8.2% | 8.3% | 1.7% | -8.7% | Dengue-2 NS5 capping pilot replicate=-4.9
O=C(COC(=O)Cc1c(F)cccc1Cl)Nc1nnc(-c2ccccc2)o1 | 4.4% | . | . | . | 7.5% | . | 10.8% | 0.8% | .
CC(=O)C1=C(O)C(=O)N(c2ccc(S(N)(=O)=O)cc2)C1c1ccc([N+](=O)[O-])cc1 (stereo not drawn) | 18.8% | 0.9% | 2.7% | -1.5% | 13.7% | -13.8% | 3.5% | 1.9% | -1.0%
COc1ccc(OCc2nnc(SCC(=O)Nc3nnc(C4CC4)s3)n2C)cc1 | -3.3% | 1.9% | 6.5% | . | 4.0% | -0.8% | 7.8% | 0.1% | -9.3%
COCCNC(=O)c1cccc(OC2CCN(Cc3ccc(C(C)C)cc3)CC2)c1 | . | 0.8% | 0.9% | . | 6.9% | 2.4% | 7.6% | 14.6% | -5.6%
CCOC(=O)/C(C(=O)Nc1ccccc1Br)=C1/NC(C)(C)Cc2ccccc21 | 1.9% | 3.5% | 2.0% | -9.4% | 6.3% | 5.5% | 8.5% | 5.2% | -1.6%
O=C(COC(=O)C1CC1)Nc1ccccc1Sc1ccccc1 | 7.1% | 1.2% | 4.3% | -3.2% | 11.7% | 0.4% | 10.4% | 2.3% | -5.9%
CCCNC(=O)COC(=O)c1ccccc1C(=O)N(C)C1CCCCC1 | -8.0% | 0.1% | 7.6% | 0.2% | 12.2% | -1.1% | 6.9% | 1.7% | -11.8%
CCNc1nc(SCC(=O)OC)nc(N2CCOCC2)n1 | 0.8% | 1.4% | 1.5% | -1.0% | 4.4% | -1.8% | -7.1% | 2.2% | -9.6%
CN1OCC(S(=O)(=O)c2ccccc2)C1c1ccccc1 (stereo not drawn) | -0.7% | -1.3% | 1.3% | -5.9% | 4.5% | 9.7% | 13.7% | 1.6% | -2.4%
O=C(c1ccc([N+](=O)[O-])cc1)N1CCSC1c1ccc(Br)cc1 (stereo not drawn) | -3.6% | 0.2% | -1.9% | -2.7% | 0.1% | -1.0% | 8.9% | 1.5% | -7.1%
CN(C(=O)COC(=O)c1cc2c(s1)CCCCC2)c1ccccc1 | 0.7% | . | . | . | 2.0% | . | 5.2% | 4.1% | .
Cc1ccccc1NC1(C#N)C(=O)Nc2ccccc21 (stereo not drawn) | -1.6% | 2.5% | 2.0% | -3.9% | 5.0% | 11.1% | 12.7% | 1.3% | -8.4%
O=c1[nH]c(=S)[nH]c2nc(-c3ccccc3)cnc12 | 0.8% | . | . | . | 0.3% | . | 19.1% | 0.9% | .
Cc1cccc(N(C(=O)CS(=O)CC(=O)Nc2ccc3c(c2)OCO3)C(C)C(=O)NC2CCCC2)c1C (stereo not drawn) | -6.2% | -1.3% | 5.8% | . | 6.0% | -5.5% | 13.4% | -0.5% | -8.5%
Cn1cccc1CNC(=S)Nc1ccccc1Cl | -1.6% | -2.1% | -8.2% | -11.9% | 6.4% | -0.3% | 12.5% | 2.2% | -0.9%
Cc1sc2nc3c(C(=O)N4CCCC4)cc(C(=O)c4ccccc4O)cn3c(=O)c2c1C | -5.1% | -1.6% | -0.8% | -22.2% | 6.3% | 38.9% | 1.7% | 1.2% | 3.1%
NC(=O)CSc1nnc(C2CC2)n1-c1ccccc1 | 8.7% | 0.2% | 0.7% | -4.6% | 3.2% | 5.9% | -1.2% | 1.0% | -2.7%
O=C(COC(=O)C1CC1)Nc1ccc2[nH]c(=O)[nH]c2c1 | -2.1% | -0.3% | -5.4% | 1.7% | 8.0% | 6.1% | 12.0% | 1.0% | -8.6%
O=C(CSc1ccc([N+](=O)[O-])cn1)Nc1ccccc1N1CCOCC1 | -1.9% | -1.7% | 1.5% | . | 8.7% | 4.4% | 24.6% | 10.2% | -8.6%
O=c1[nH]c(Nc2ccc3c(c2)OCCO3)nnc1Cc1ccc(Cl)cc1 | . | 1.0% | 3.6% | -5.2% | . | 2.9% | 11.4% | 1.0% | 3.5%
COc1ccccc1CN1CC(C(=O)NCc2nc3ccccc3n2C)CCC1=O (stereo not drawn) | -4.5% | -0.8% | 2.4% | . | 6.8% | 10.9% | 14.8% | 1.3% | -6.7%
Cc1nnc(Nc2ccc3c(c2)ncn3C)c2ccccc12 | -0.6% | 0.6% | 1.1% | 0.1% | 10.8% | 0.5% | 5.2% | 1.1% | -8.6%
CCN(CC)C(=O)c1ccccc1NS(C)(=O)=O | -5.9% | 0.1% | 0.4% | -1.2% | 6.1% | 9.5% | 7.5% | -1.1% | -0.1%
Cc1ccc(NC(=O)COC(=O)c2ccn(C)n2)cc1 | -1.4% | -3.2% | -1.0% | -3.7% | 13.0% | 2.4% | -0.7% | 2.1% | -4.7%
COc1ccccc1C(=O)NC(=O)OCCn1c(C)cnc1[N+](=O)[O-] | 3.0% | -1.3% | 7.0% | -1.0% | 2.5% | -0.1% | 12.2% | -1.8% | 1.2%
Cc1ccc(OC(=O)CCC(=O)Nc2ccc(Br)cc2)cc1 | 0.7% | 2.3% | 1.1% | 1.4% | 7.8% | 7.8% | 6.7% | 3.7% | -2.4%
O=C(c1nn2c(C(F)(F)F)cc(-c3ccccc3)nc2c1Cl)N1CCOCC1 | -3.2% | 0.8% | -2.8% | -2.6% | 3.6% | 1.0% | 5.5% | 4.9% | -3.0%
Cc1c(CN2CCC(CO)(CCOc3ccccc3)CC2)[nH]c2ccc(Cl)cc12 | -17.1% | -1.1% | -6.0% | -4.9% | 6.2% | 22.6% | 10.7% | -4.4% | -3.5%
COc1cccc(C(=O)OCc2ccccc2C#N)c1O | -4.7% | 0.1% | 2.0% | -6.0% | 9.9% | -2.0% | 8.7% | 1.9% | -0.8%
COc1ccc(Nc2cc(Cl)ccc2C(=O)O)cn1 | 63.5µM* | 26.1% | -3.6% | . | 7.7% | 14.3% | -3.0% | 2.9% | 1.4%
N#Cc1c(SCC(=O)Nc2ccc(Cl)cc2Cl)sc2c(O)cc(=O)[nH]c12 | -4.0% | 23.2% | 8.0% | . | 11.6% | 45.5% | 6.1% | 3.2% | -6.9%
Cc1c(Br)c([N+](=O)[O-])nn1C(C)C(=O)N1CCc2ccccc2C1 (stereo not drawn) | -1.3% | -1.1% | -7.6% | . | 7.6% | 5.7% | 0.4% | 1.7% | -5.8%
Cc1cccc(NC(=O)c2cnc3ccccn3c2=O)c1 | 1.4% | 0.8% | 13.5% | 0.5% | -9.3% | 9.4% | 0.3% | . | -1.0%
Nn1c(SCC(=O)Nc2ccc(F)cc2)nnc1-c1ccccn1 | 3.2% | -2.6% | -2.2% | -3.1% | 4.8% | 12.1% | 5.2% | 1.1% | -4.2%

Three consecutive records already listed:
SMILES | Dengue-2 NS5 capping | HIV fusion peptide | Siah-1 displacement | XIAP antagonists | MgcRacGAP inhibition | AID2073 | SV40 large T antigen | RSV CPE inhibition | LYP phosphatase | others
Cc1c(Br)c([N+](=O)[O-])nn1C(C)C(=O)N1CCc2ccccc2C1 (stereo not drawn) | -1.3% | -1.1% | -7.6% | . | 7.6% | 5.7% | 0.4% | 1.7% | -5.8%
Cc1cccc(NC(=O)c2cnc3ccccn3c2=O)c1 | 1.4% | 0.8% | 13.5% | 0.5% | -9.3% | 9.4% | 0.3% | . | -1.0%
Nn1c(SCC(=O)Nc2ccc(F)cc2)nnc1-c1ccccn1 | 3.2% | -2.6% | -2.2% | -3.1% | 4.8% | 12.1% | 5.2% | 1.1% | -4.2%

Assay outcomes: PubChem BioAssay, several laboratories

An unsorted share of the library (roughly 1.7% active in at least one column).
